High-throughput results deposited in PubChem by several laboratories.
PolyA inh – yeast polyadenylation inhibition; S. cerevisiae SKY197-pL101 polyadenylation reporter, beta-gal luminescence; efflux-impaired pdr1/pdr3 knockout yeast; score 100 = 6 SD above DMSO; calls only at 12 µM; 0.02% of 300,000 active;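 active = lowest replicate activity score at least 50, where 100 means six control SD above control mean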;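 also: yeast exposed to compound for 9 h at 30 °C; higher score means more reporter readthrough which indicates perturbed polyadenylation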
KCNQ1 act – potentiates or activates the human KCNQ1 potassium channel. P51787. CHO-K1 KCNQ1, thallium flux FluxOR fluorescence; stronger effect = higher value. B-score at 10 µM. 0.35% of 310,000 active. AID 2648;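 active = fluorescence ratio B-score, a plate-corrected score, at least three library SD, with initial intensity B-score within 5 SD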
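System: CHO-K1 cells stably expressing KCNQ1 / Medium: assay buffer for compound exposure, DMSO matched across wells / Reagent: thallium- and potassium-containing depolarizing buffer / Compound: one concentration, matched DMSO / Incubation: 20 min compound pretreatment at room temperature / Measured by: kinetic FluxOR fluorescence, 10 s baseline plus 110 s post-stimulus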
KCNK9 block – human KCNK9 channel inhibition. B-score at 10 µM. HEK293 KCNK9, FluxOR thallium flux fluorescence; stronger effect = lower value. Q9NPC2. 1.2% of 310,000 active. AID 488922;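 active = ratio B-score over 3 SD below the library mean, with starting fluorescence within 5 SD of its mean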;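 also: negative B-score means less thallium flux so channel inhibition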
HDAC3 inhib – inhibitors of human histone deacetylase 3; recombinant HDAC3, fluorogenic peptide/trypsin coupled, fluorescence; 0.15% of 320,000 active; inhibition, % at 8.3 µM; O15379; in the data active = inhibition above about 26%, passing the limit was not always enough
Target sequence (O15379 whole entry, looked up): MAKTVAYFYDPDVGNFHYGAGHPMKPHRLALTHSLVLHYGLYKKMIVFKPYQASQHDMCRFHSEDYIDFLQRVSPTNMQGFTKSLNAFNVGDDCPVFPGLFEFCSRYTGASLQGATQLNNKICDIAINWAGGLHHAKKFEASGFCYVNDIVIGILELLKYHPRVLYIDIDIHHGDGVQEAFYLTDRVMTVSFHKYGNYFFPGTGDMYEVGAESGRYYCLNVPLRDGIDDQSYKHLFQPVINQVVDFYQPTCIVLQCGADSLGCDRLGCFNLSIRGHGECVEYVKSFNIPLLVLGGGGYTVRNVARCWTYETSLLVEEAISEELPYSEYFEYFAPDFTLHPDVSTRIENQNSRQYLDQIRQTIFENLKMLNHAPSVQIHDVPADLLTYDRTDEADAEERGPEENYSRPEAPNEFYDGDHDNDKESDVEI
KCNK3 inh – human KCNK3 channel inhibition, primary screen | CHO-KCNK3 thallium flux, FluxOR fluorescence; stronger effect = lower value | B-score at 10 µM | AID 602410 | 0.84% of 340,000 active | O14649;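 active = B-score under library mean minus 4 SD, starting fluorescence ratio at most library mean plus 5 SD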;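 also: more negative B-score means stronger inhibition of thallium flux through KCNK3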
Target sequence (O14649 whole entry, looked up): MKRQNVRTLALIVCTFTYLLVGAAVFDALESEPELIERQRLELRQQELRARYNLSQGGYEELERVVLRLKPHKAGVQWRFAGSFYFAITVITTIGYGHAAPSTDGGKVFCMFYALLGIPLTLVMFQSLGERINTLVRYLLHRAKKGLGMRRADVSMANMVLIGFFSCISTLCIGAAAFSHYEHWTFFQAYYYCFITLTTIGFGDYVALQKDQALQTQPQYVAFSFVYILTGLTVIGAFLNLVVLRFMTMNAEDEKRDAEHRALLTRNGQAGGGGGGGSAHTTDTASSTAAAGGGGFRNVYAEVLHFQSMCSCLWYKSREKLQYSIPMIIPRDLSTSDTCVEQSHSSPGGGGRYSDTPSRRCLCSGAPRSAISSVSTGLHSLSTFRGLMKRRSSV
RGS4 act – RGS4 potentiation or activation; 0.92% of 310,000 active; HEK293 M3R/inducible RGS4, carbachol calcium flux Fluo4; stronger effect = lower value; AID 463111; B-score at 10 µM;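 active = B-score of the integrated calcium signal more than 4 SD below the library mean, with starting fluorescence not abnormally high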;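 also: negative B-score means reduced calcium response which marks RGS4 activation or potentiation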
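Assay system: Inducible-RGS4 HEK293 cells carrying M3 receptor | Schedule: Compound preincubation 20 min at room temperature before agonist | Signal: Kinetic calcium fluorescence imaging with Fluo4-AM dye, 2 µM | Read-out basis: B score from integrated fluorescence ratio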
Dyrk1A ADPGlo – inhibitors of rat Dyrk1A kinase | ADP-Glo luminescence, NFATc1 peptide | inhibition, % at 12.5 µM | 0.43% of 310,000 active | AID 504441; in the data active = inhibition above about 50%;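 also: plate controls were vehicle with enzyme for no effect and no enzyme for full effect; many of its hits are not listed in these tables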
GSK3A inh – inhibitors of human GSK-3 alpha kinase | ADP-Glo luminescence, 60 min | inhibition, % at 10 µM | 0.1% of 320,000 active | AID 2650;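 in the data active = inhibition above about 50%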;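 also: GST-tagged GSK-3 alpha with peptide substrate and 25 µM ATP; 0% = DMSO neutral wells and 100% = GW8510 positive control wells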
KCNQ1 block – human KCNQ1 channel inhibition; P51787; CHO-K1 KCNQ1, FluxOR thallium flux fluorescence; stronger effect = higher value; B-score at 10 µM; 1.3% of 310,000 active; AID 2642;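 active = compounds whose thallium flux B-score, printed positive for inhibition, exceeds three library SD while starting fluorescence stays within three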;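 also: channel opened by potassium depolarization with thallium stimulus after 20 min compound exposure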
hERG protect – compounds protecting human hERG from proarrhythmic drug block; 0.51% of 310,000 active; CHO-hERG, FluxOR thallium flux, dofetilide IC70 present; AID 1511; Q12809; activation (rescue from dofetilide block), less the hit threshold, % at 10 µM;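 active = activation above the mean of controls blocked by dofetilide plus 5 SD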;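 also: thallium influx through hERG after potassium depolarization seen as dye fluorescence rise; in these data hits start at about 4.7%; inactives centre near -7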
GSK3B inh – blocks human GSK3beta kinase activity; P49841; GST-GSK3beta kinase, ADP-Glo luminescence, 60 min; stronger effect = lower value; activity score (negative = inhibition), % at 10 µM; 0.038% of 300,000 active; AID 2097;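 active = more than half of replicate wells score below -50%, meaning over 50% inhibition versus plate controls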;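 also: 0% = median DMSO wells and -100% = median GW8510 positive control wells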
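Test system: GST-tagged human GSK3beta kinase, cell-free; evaluation: activity score scaled between in-plate DMSO and GW8510 controls; measured by: ADP-Glo luminescence; incubation: 60 min reaction, RT; benchmarks: DMSO and 20 µM GW8510; reagent: peptide substrate plus 25 µM ATP (final); medium: Tris/MgCl2 kinase buffer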
Starred values were filed as active, the others as inactive; i = inactive; . = not tested or not shown.

SMILES | PolyA inh | KCNQ1 act | KCNK9 block | HDAC3 inhib | KCNK3 inh | RGS4 act | Dyrk1A ADPGlo | GSK3A inh | KCNQ1 block | hERG protect | GSK3B inh
CC(Sc1nc(NC(C)(C)C)nc(N(C)C)n1)C(=O)Nc1ccccc1 (centres undefined) | i | i | i | 1 | i | i | . | -3 | i | -4 | 1
O=C(c1ccccc1)N1CCN(C2CC3CCC2C3)CC1 (centres undefined) | i | i | i | 2 | i | i | -7 | 0 | i | -2 | -14
C/C(Nc1cccc(F)c1)=C(/C#N)C(N)=O | i | i | i | 3 | i | i | 10 | 4 | i | 2 | -7
O=C(COC(=O)CCCOc1ccc(Cl)cc1Cl)Nc1cccc(Cl)c1 | i | i | i | 12 | i | i | 4 | 0 | i | -8 | 3
C#CC(CC)(CC)NC(=O)c1ccc(Br)s1 | i | i | i | -1 | i | i | . | -2 | i | -1 | -4
Cc1nc(CS(=O)(=O)c2ccccc2)cc(N2CCOCC2)n1 | i | i | i | -13 | i | i | -15 | -3 | i | -6 | -1
Cc1nc(-c2nnc(SCC(=O)Nc3cc(Cl)cc(Cl)c3)n2C)cs1 | i | i | i | 6 | i | i | -6 | 0 | i | -9 | 3
COc1ccc(S(=O)(=O)NCCc2ccc(F)cc2)cc1 | i | i | i | 6 | i | i | -5 | -5 | i | -15 | 0
CCCN(Cc1ccccc1)C(=S)Nc1cccc(C(F)(F)F)c1 | i | i | i | 10 | i | i | -1 | -2 | i | -5 | 1
COc1cc(/C=N/NC(=O)CNc2n[nH]c(=O)[nH]c2=O)ccc1O | i | i | i | 10 | i | i | 3 | 1 | i | -1 | 4
CC(=O)Nc1ccc(S(=O)(=O)N2CCN=C2C)cc1 | i | i | i | -3 | i | i | 0 | -2 | i | -7 | 3
COc1cccc(C(=O)CSc2nccn2C)c1 | i | i | i | 18 | i | i | 5 | -2 | i | -8 | 3
Cc1cc(C)c(O)c(C2(O)C(=O)c3ccccc3C2=O)c1 | i | i | i | -1 | i | i | 2 | 0 | i | -14 | 1
O=C(NCC(c1cccs1)N1CCOCC1)c1cc(S(=O)(=O)N2CCOCC2)c(Cl)cc1Cl (centres undefined) | i | i | i | -3 | i | i | -5 | 1 | i | -16 | 0
O=C(NCCc1ccccc1)C1CCN(c2ncccn2)CC1 | i | i | i | -5 | i | i | -10 | -1 | i | -19 | 1
CCn1c(=O)c([N+](=O)[O-])c(N2CCN(Cc3ccc4c(c3)OCO4)CC2)c2ccccc21 | i | i | i | -3 | i | i | . | 2 | i | -2 | 1
CCOC(=O)C1CCN(CCC(=O)Nc2ccc(C)cc2)CC1 | i | i | i | 7 | i | i | 2 | -1 | i | -1 | -2
Cc1ccc(N(CC(=O)NCc2ccc(F)cc2)S(=O)(=O)c2cccs2)cc1 | i | i | i | 6 | i | i | 5 | -1 | i | -5 | 3
COc1ccccc1N1CCN(C(c2ccccc2)c2nnnn2CCc2ccccc2)CC1 (centres undefined) | i | i | i | -9 | i | i | . | -1 | i | -10 | 3
Cc1cc(NC(=O)COC(=O)C2CCCN2C(=O)c2cccs2)no1 (centres undefined) | i | i | i | 7 | i | i | -9 | -4 | i | -15 | 3
Cc1cc(C(=O)N/N=C/c2cccnc2)c2ccccc2n1 | i | i | i | -2 | i | i | 0 | -2 | i | -8 | 0
COc1ccc(OC)c2c(N3CC(C)OC(C)C3)cc(C(F)(F)F)nc12 (centres undefined) | i | i | i | 5 | i | i | 5 | -1 | i | -13 | -3
CCCOc1ccccc1C(=O)NCCCC(=O)O | i | i | i | 5 | i | i | 7 | -3 | i | -12 | -3
O=C(NNC(=O)c1cccc(S(=O)(=O)N2CCN(c3ccccc3)CC2)c1)c1ccc(Cl)cc1 | i | i | i | -1 | i | i | 9 | 0 | i | -4 | -2
Fc1cccc(C2NC(=S)NC3=C2N2CCC3CC2)c1 (centres undefined) | i | i | i | -4 | i | i | -9 | 0 | i | -8 | 2
Other records.
SMILES | PolyA inh | KCNQ1 act | KCNK9 block | HDAC3 inhib | KCNK3 inh | RGS4 act | Dyrk1A ADPGlo | GSK3A inh | KCNQ1 block | hERG protect | GSK3B inh
CC(C)C(NC(=O)C(C)N1C(=O)c2ccccc2C1=O)c1ccccc1 (centres undefined) | i | i | i | -2 | i | i | 1 | -1 | i | -1 | 2
COc1cc(C(=O)Nc2ccc3nc(N4CCN(C)CC4)cc(C)c3c2)cc(OC)c1OC | i | i | i | 2 | i | i | 1 | -1 | i | -4 | 0
O=C(CCN1C(=O)/C(=C\c2ccccc2)SC1=S)NNC(=O)c1ccccc1O | i | i | i | -9 | i | i | -9 | -4 | i | -11 | -1
Nn1c(SCC(=O)N2CCCc3ccccc32)nncc1=O | i | i | i | 2 | i | i | . | -3 | i | 1 | 1
Cc1ccccc1NS(=O)(=O)c1ccc(C(=O)N2CCCCCC2)cc1 | i | i | i | 4 | i | i | 19 | -2 | i | -7 | 2
Cc1ccc(C(=O)NC2(C(Cl)Cl)N=C(c3ccccc3)N=C2N)cc1 (centres undefined) | i | i | i | 1 | i | i | -1 | -3 | i | -9 | 6
Cc1cc(C)c2c(c1)/C(=c1/sc3n(c1=O)CN(c1ccccc1)CN=3)C(=O)N2 | i | i | i | -2 | i | i | 2 | -1 | i | -7 | -1
O=C(O)CCCNC(=O)Cc1ccccc1 | i | i | i | -4 | i | i | -5 | -4 | i | -9 | 2
Cc1cc(NC(=O)c2ccc(Cn3nc(C)c(Br)c3C)o2)no1 | i | i | i | -1 | i | i | -7 | -3 | i | 0 | 0
Cc1ccc(C(=O)NCCCN2CCN(CCCNC(=O)c3ccc(C)cc3)CC2)cc1 | i | i | i | -2 | i | i | 5 | -2 | i | -13 | 0
CSc1ccc(S(=O)(=O)NC(C)c2ccccc2)cc1 (centres undefined) | i | i | i | 6 | i | i | -2 | -2 | i | -8 | -1
O=C(NCc1ccc2c(c1)OCO2)c1cc2c(s1)CS(=O)(=O)C2 | i | i | i | 3 | i | i | 6 | -2 | i | -4 | -7
CCOc1ccccc1/C=C/c1nc2ccccc2[nH]c1=O | i | i | i | -16 | i | i | 4 | 1 | i | -5 | 0
COc1ccc(-c2nonc2NC(=O)c2oc3ccc(F)cc3c2C)cc1OC | i | i | i | -3 | i | i | -1 | -3 | i | -7 | 1
CCOC(=O)Nc1cc(OCC)c(NC(=O)C2CC2)cc1OCC | i | i | i | -6 | i | i | -9 | -4 | i | -3 | 1
C=CCc1ccc2oc(C(=O)OCC)cc(=O)c2c1O | i | i | i | 7 | i | i | -1 | -3 | i | -10 | -3
O=S(=O)(c1ccccc1F)N1CCN(Cc2nc3ccccc3[nH]2)CC1 | i | i | i | -4 | i | i | -3 | -4 | i | -10 | 5
O=C(O)c1ccc(/C=N/N2CCN(c3ccccc3)CC2)cc1 | i | i | i | 4 | i | i | 11 | -1 | i | -1 | -24
Cc1ccc(Nc2ccc(N3CCN(c4ccc([N+](=O)[O-])cc4)CC3)nn2)cc1 | i | i | i | 5 | i | i | -1 | -3 | i | -16 | 0
O=C(c1ccccc1)c1ccc(N2CCOCC2)c(F)c1 | i | i | i | 5 | i | i | 6 | -1 | i | -11 | -1
CCOc1ccc(Br)cc1S(=O)(=O)Nc1ccc(Cl)c(S(=O)(=O)N(CC)c2ccccc2)c1 | i | i | i | -8 | i | i | -8 | -3 | i | -5 | 1
COc1ccc(Cl)cc1NC(=O)CSc1nnc(CN2CCOCC2)n1-c1ccc(Cl)cc1 | i | i | i | 5 | i | i | 1 | -5 | i | -15 | 2
COc1cc(/C=N\Nc2nc(-c3cccs3)c(NC(C)=O)s2)ccc1O | i | i | i | -5 | i | i | 5 | -2 | i | -10 | 0
CCN(CC)S(=O)(=O)c1ccc(NC(=O)COC(=O)c2cnc(C)cn2)cc1 | i | i | i | -4 | i | i | 0 | 3 | i | -4 | 2
COC(=O)c1ccccc1NC(=O)c1cccc(NC(=O)c2ccc(Br)o2)c1C | i | i | i | 2 | i | i | 3 | 1 | i | -3 | 0
CCCCc1ccc(NC(=S)NCCc2ccc(S(N)(=O)=O)cc2)cc1 | i | i | i | 2 | i | i | 1 | -1 | i | -10 | -4
COc1ccc(OCc2nc(N)nc(Nc3ccccc3)n2)cc1 | i | i | i | 7 | i | i | -1 | 1 | i | -16 | 1

Grouped by structure: those above containing a Cl atom
SMILES | PolyA inh | KCNQ1 act | KCNK9 block | HDAC3 inhib | KCNK3 inh | RGS4 act | Dyrk1A ADPGlo | GSK3A inh | KCNQ1 block | hERG protect | GSK3B inh
O=C(COC(=O)CCCOc1ccc(Cl)cc1Cl)Nc1cccc(Cl)c1 | i | i | i | 12 | i | i | 4 | 0 | i | -8 | 3
Cc1nc(-c2nnc(SCC(=O)Nc3cc(Cl)cc(Cl)c3)n2C)cs1 | i | i | i | 6 | i | i | -6 | 0 | i | -9 | 3
O=C(NCC(c1cccs1)N1CCOCC1)c1cc(S(=O)(=O)N2CCOCC2)c(Cl)cc1Cl (centres undefined) | i | i | i | -3 | i | i | -5 | 1 | i | -16 | 0
O=C(NNC(=O)c1cccc(S(=O)(=O)N2CCN(c3ccccc3)CC2)c1)c1ccc(Cl)cc1 | i | i | i | -1 | i | i | 9 | 0 | i | -4 | -2
Cc1ccc(C(=O)NC2(C(Cl)Cl)N=C(c3ccccc3)N=C2N)cc1 (centres undefined) | i | i | i | 1 | i | i | -1 | -3 | i | -9 | 6
CCOc1ccc(Br)cc1S(=O)(=O)Nc1ccc(Cl)c(S(=O)(=O)N(CC)c2ccccc2)c1 | i | i | i | -8 | i | i | -8 | -3 | i | -5 | 1
COc1ccc(Cl)cc1NC(=O)CSc1nnc(CN2CCOCC2)n1-c1ccc(Cl)cc1 | i | i | i | 5 | i | i | 1 | -5 | i | -15 | 2

Some of the compounds tested; count on the stated rates, not on these rows.
